S1P4 agonist: activates the human S1P4 receptor; AID 1509; O95977; activation, % at 4.98 µM; hit rate 0.35% among 220,000; S1P4-expressing cell line, agonist reporter assay; in the data active = activation above about 11%;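 note: 0% = DMSO vehicle and 100% = reference agonist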
Target sequence (O95977 whole entry, looked up): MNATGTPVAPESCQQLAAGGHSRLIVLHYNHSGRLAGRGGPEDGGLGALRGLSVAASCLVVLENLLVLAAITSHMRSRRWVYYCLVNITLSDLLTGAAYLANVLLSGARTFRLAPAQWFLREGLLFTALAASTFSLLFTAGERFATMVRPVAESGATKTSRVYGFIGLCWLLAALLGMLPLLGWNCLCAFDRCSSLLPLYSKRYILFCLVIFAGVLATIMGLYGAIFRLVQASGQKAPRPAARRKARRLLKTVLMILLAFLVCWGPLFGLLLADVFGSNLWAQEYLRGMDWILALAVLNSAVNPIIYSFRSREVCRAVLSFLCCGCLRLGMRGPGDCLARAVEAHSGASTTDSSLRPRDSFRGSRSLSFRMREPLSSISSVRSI
Ba/F3 V617F tox: loss of viability in JAK2V617F-driven Ba/F3 cells. inhibition, % at 5.6 µM. AID 1446. hit rate 1.1% among 220,000. Ba/F3 EpoR-JAK2V617F viability, ATP luminescence;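 active = inhibition above the campaign mean plus 3 SD over all tested compounds, cut at about 24% in these data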;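 note: cytokine-independent growth of Ba/F3 cells driven by EpoR plus mutant JAK2; 0% = DMSO-treated cells and 100% = JAK inhibitor I control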
RBBP9 inh: inhibitors of human serine hydrolase RBBP9; O75884; recombinant RBBP9, FP-Rh probe fluorescence polarization; inhibition, % at 7.94 µM; hit rate 0.2% among 220,000;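 active = inhibition above the campaign mean of all tested compounds plus 3 SD, cut at about 14% in these data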;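 note: plate controls were DMSO wells with RBBP9 for no effect and wells lacking RBBP9 protein for full effect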
Target sequence (O75884 whole entry, looked up): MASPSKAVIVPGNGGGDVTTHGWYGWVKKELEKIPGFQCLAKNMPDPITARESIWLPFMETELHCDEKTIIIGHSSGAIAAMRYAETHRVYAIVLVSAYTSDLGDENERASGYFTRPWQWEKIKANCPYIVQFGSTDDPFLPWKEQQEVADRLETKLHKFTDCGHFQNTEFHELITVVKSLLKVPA
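System: RBBP9 protein / Buffer or medium: Tris/NaCl buffer pH 8.0 with 0.1% Pluronic / Probe or stimulus: Serine-hydrolase probe FP-Rh, 375 nM pre-mixing / Dosing: 7.94 µM single dose, 0.794% DMSO / Times: enzyme-compound preincubation 30 min, then probe labeling 45 min, 25 °C / Technique: fluorescence polarization (mP), excitation 525 nm, emission 598 nm / Replication: singlicate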
BaF3 tox: reduces parental Ba/F3 cell viability, JAK2V617F counter-screen | CellTiter-Glo ATP luminescence | inhibition, % at 5.6 µM | hit rate 1.1% among 220,000 | AID 1486;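 active = inhibition above a per-campaign cutoff, the mean inhibition of all tested compounds plus 3 SD, cut at about 27% in these data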;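 note: 0% = DMSO wells and 100% = JAK Inhibitor I control wells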
NPY2 pot ag: potentiates or activates human NPY-Y2 receptor; cells expressing NPY-Y2, potentiator/agonist read-out; activation, % at 3.6 µM; hit rate 0.45% among 220,000; AID 1359; in the data active = activation above about 27%;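 note: cells stimulated with NPY near EC25 plus isoproterenol at EC100; 0% = vehicle plus submaximal agonist and 100% = vehicle plus saturating agonist; some results beyond the cut were filed as inactive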
S1P4 antag: blocks the human S1P4 receptor; O95977; S1P4-expressing cells, antagonist mode, reporter read-out; inhibition, % at 4.98 µM; hit rate 0.26% among 220,000; AID 1510; in the data active = inhibition above about 29%;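 note: 0% = wells stimulated with agonist and 100% = vehicle wells without agonist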
NPY-Y1 antag: NPY-Y1 (human) receptor antagonism; P25929; HEK293-CNG Y1 cells, membrane potential fluorescence; NPY at EC95, then isoproterenol; inhibition, % at 3.6 µM; hit rate 1% among 200,000; AID 1040;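 active = inhibition above the campaign mean inhibition of all tested compounds plus 3 SD, cut at about 20% in these data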;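 note: 0% = DMSO wells given NPY plus isoproterenol and 100% = isoproterenol alone without NPY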
Target sequence (P25929 whole entry, looked up): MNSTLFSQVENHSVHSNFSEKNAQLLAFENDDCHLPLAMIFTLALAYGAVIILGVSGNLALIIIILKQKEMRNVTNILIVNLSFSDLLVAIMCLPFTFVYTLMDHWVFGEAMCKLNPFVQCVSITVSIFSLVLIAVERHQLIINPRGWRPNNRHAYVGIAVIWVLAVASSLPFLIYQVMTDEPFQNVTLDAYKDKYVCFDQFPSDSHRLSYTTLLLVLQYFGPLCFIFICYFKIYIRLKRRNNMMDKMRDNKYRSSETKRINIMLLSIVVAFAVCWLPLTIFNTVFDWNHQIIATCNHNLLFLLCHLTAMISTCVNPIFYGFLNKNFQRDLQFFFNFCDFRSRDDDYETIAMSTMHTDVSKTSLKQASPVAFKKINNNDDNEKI
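Material: HEK293 Y1/CNG channel cell line; also added: NPY (25 nM), isoproterenol (1 µM), Ro 20-1724 (25 µM); doses: one concentration, 3.6 µM, in 0.4% DMSO; schedule: compound incubation 1 h at room temperature, readout 45 min post-stimulation; technique: membrane potential fluorescence; measure: fluorescence ratio normalized to % inhibition between controls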
Runt-CBFb FRET: Runt domain-CBFb interaction inhibition; Cerulean-Runt/Venus-CBFb FRET ratio 530/480, 1 h; inhibition, % at 20 µM; hit rate 0.46% among 220,000;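 active = inhibition over about 50% at 20 µM in the single-dose screen, limit read from the data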;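 note: 0% = DMSO wells and 100% = excess unlabeled CBFb competitor control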
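Doses: 20 µM compound in 1% DMSO | Material: Cerulean-labeled Runt domain protein | Amount: Each fluorescent fusion protein 100 nM | Schedule: Two 1 h room-temperature incubations shielded from light | Measured by: FRET fluorescence | Evaluation: Loss of energy transfer signal | Controls: Unlabeled CBFb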
NPY-Y1 PAM-ag: potentiators or agonists of human neuropeptide Y receptor Y1; P25929; NPY-Y1 expressing cells, potentiator/agonist activation; activation, % at 3.6 µM; hit rate 0.37% among 220,000; AID 1304; in the data active = activation above about 33%, passing the limit was not always enough;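 note: cells stimulated with NPY at EC10 then isoproterenol at EC100; 0% = low agonist plus stimulus and 100% = saturating agonist plus stimulus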
* marks the source's active call; other numbers are inactive results; · = no result given.

SMILES	S1P4 agonist	Ba/F3 V617F tox	RBBP9 inh	BaF3 tox	NPY2 pot ag	S1P4 antag	NPY-Y1 antag	Runt-CBFb FRET	NPY-Y1 PAM-ag
Cc1ccsc1/C=N/NC(=O)c1ccco1	-0.5	6	-9	10	-3	-4	0	-3	-7
CC(=O)c1c(C)[nH]c(C(=O)OCC(=O)N2CCc3ccccc32)c1C	-0.1	2	-17	1	-8	-1	7	-5	-6
COc1ccc(NC(=O)CC#N)cc1OC	0.6	-3	-1	-1	2	4	0	0	22
CCOC(=O)c1cnn(-c2ccccc2)c1NC(=O)c1ccccc1C	2.7	-3	-8	5	-14	8	6	0	-9
O=C(Nn1cnnc1)c1cc(-c2cccc(Br)c2)nc2ccccc12	-0.1	-2	-5	-3	1	-11	·	1	11
CCC1CCC2(CC1)NNC(=S)NN2	1.8	-2	-3	1	12	5	0	8	-1
COCc1nc(-c2cc(Br)ccc2OC)no1	0.7	3	-4	6	4	4	-2	0	-16
CCOC(=O)c1c(C)c(C(=O)N2CCN(c3cccc(Cl)c3)CC2)c(C)n1C	-1.1	-3	-5	-1	-4	-7	8	-5	5
CS(=O)(=O)c1nc(-c2cccs2)cc(C(F)(F)F)n1	-1.9	19	-1	4	-17	39*	12	8	-17
Cc1cc(C)n(-c2nc(NCC3CCCO3)c3c4c(sc3n2)COC(C)(C)C4)n1 (configuration not stated)	-0.9	3	-6	9	-13	-2	4	-1	14
C/C(=N\NC(=O)c1ccc(Cl)cc1)c1cccc(NC(=O)c2cccnc2)c1	0.0	-2	-6	6	-15	-7	6	-5	0
C(=N\Nc1ccccn1)/c1ccc2c(c1)OCCO2	0.7	-2	-7	-1	-2	-4	5	-1	9
Cn1cccc1Cc1nnc(SCC(=O)Nc2ccc3c(c2)OCO3)n1CCc1ccccc1	-0.4	-4	-6	-2	27	11	1	-2	-2
N#Cc1c(N)sc(=S)c2c1CCCCC2	-2.1	-1	-10	8	5	-1	-1	2	6
Cc1ccc(NC(=O)c2cc(N3C(=O)C=CC3=O)ccc2Cl)cc1C	0.2	-1	-7	5	-1	3	2	16	0
O=C(Cc1cccs1)N1CCCC(c2nc3c(nnn3Cc3ccc(F)cc3)c(=O)[nH]2)C1 (configuration not stated)	-1.4	1	4	10	0	-10	2	-4	-8
CCOc1cc(CNCC(C)C)cc(Cl)c1OCc1ccccc1	-0.7	3	-9	2	-2	-13	2	-2	5
COC(=O)c1c(NC(=O)Cc2cccs2)sc(C(=O)N2CCCCC2)c1C	2.2	1	3	4	12	-4	7	-2	15
CCOc1ccc(NC(=O)C2CCCN(S(=O)(=O)c3cccc4nsnc34)C2)cc1 (configuration not stated)	0.8	0	-5	6	3	-19	-1	0	-8
CCCn1nc2cc(C(=O)NCc3ccc(OC)cc3)ccc2c1OCC	-1.6	-3	6	0	-9	-10	2	·	4
Nc1[nH]ncc1-c1ccc(F)cc1	1.4	1	2	0	3	-12	4	3	-18
Nc1n[nH]c2cccc(Cl)c12	0.8	-3	-3	-5	11	11	·	1	9
COc1ccc2[nH]c(=O)c(CN(CC3CCCO3)C(=S)Nc3ccccc3)cc2c1 (configuration not stated)	-0.7	-6	-5	0	-3	7	1	·	5
CCCCNC(=O)c1ccccc1NC(=O)c1ccccc1N(C)S(C)(=O)=O	1.7	-1	2	7	7	-2	-1	4	-5
CN(Cc1cn(Cc2ccccc2)nc1-c1ccc2c(c1)OCO2)Cc1nccn1C	0.4	2	-8	4	-6	-1	-2	-1	-5
CCN(CC)c1ccc(/C=N/Nc2nc3ccccc3[nH]2)c(O)c1	-0.2	3	-1	4	15	2	-3	16	15
O=C(OCC(=O)N1CCN(c2ccccc2)CC1)c1ccc2ncsc2c1	-0.2	-3	0	4	5	-15	3	-2	-17
CCOC(=O)CC12CN3CN(C1)CC(CC(=O)OCC)(C3)C2=O	-0.8	0	-8	4	1	-1	2	1	3
CCSc1nnc(NC(=O)c2cc(C)oc2C)s1	-0.8	4	-5	4	-3	-54	1	0	-12
Cc1ccc(CC(NC(=O)c2ccccc2)C(=O)NC(C)C(=O)O)cc1 (configuration not stated)	0.2	-5	-6	3	2	4	2	1	10
COc1cc(C(=O)NNC(=O)c2ccoc2C)cc(OC)c1OC	1.2	-4	-10	4	-7	-8	6	-1	19
Nc1nc(NC(=O)c2cccs2)nn1-c1ccccc1	3.4	0	-4	5	-9	2	1	0	3
O=C(N/N=C/c1cc(Cl)cc(Cl)c1O)c1ccncc1	0.1	2	4	-4	8	6	·	-225	9
CC(=O)NS(=O)(=O)c1ccc(NC(=O)c2cc3c(=O)n4ccccc4nc3s2)cc1	1.3	-2	-7	0	12	-3	·	25	19
CCOC(=O)c1sc(NC(=O)CSc2ncn(-c3ccccc3)n2)nc1C	-2.2	-2	-2	4	-10	6	12	-4	-25
O=C(COc1ncnc2c(Cl)cc(Cl)cc12)NCCC1=CCCCC1	-1.0	-3	4	2	0	-3	2	2	8
COc1ccc(C(=O)CN2C3=NCCCN3c3ccccc32)cc1OC	2.7	1	3	0	6	-10	-2	-2	10
COc1ccc(Cc2nnc(SCC(=O)NCCc3ccccc3)o2)cc1	-1.4	-3	-2	2	-5	-3	6	-2	-6
O=c1c2cc(N3CCOCC3)ccc2[nH]c(=S)n1CCc1ccccc1	0.8	1	-7	9	-4	-18	5	-1	14
CCOCCCNCC(=O)Nc1ccccc1N1CCOCC1	-0.5	-2	-6	-3	12	3	-1	0	6
CCN(CC)c1ccc([N+](=O)[O-])cc1C(=O)O	-1.8	-1	3	5	-1	-5	0	-4	4
Nc1nonc1-c1nc2ccccc2[nH]1	1.7	-4	-1	1	4	5	-1	0	-11
Nc1cc(-c2cccc(F)c2)nn1S(=O)(=O)c1cccc2nsnc12	-0.5	-3	-3	-1	5	2	0	-2	-5
CCOC(=O)c1cc(CC)sc1N1C(=O)CC(Sc2ncccc2C(=O)O)C1=O (configuration not stated)	1.9	-2	-6	8	-5	-8	-1	9	-10
CC1(C)Cc2ccccc2C(NNC(=O)c2ccccc2)=N1	1.5	-3	-9	9	0	9	-1	0	13
COC(=O)c1scc(C)c1N/N=C(\C)c1ccc(F)cc1F	2.2	-6	-3	-1	-2	1	1	0	-1
CCCCCSc1nc(C)c(CC(=O)O)c(=O)[nH]1	0.8	-1	-3	10	5	-1	1	-1	8
Cc1ccc(NC(=S)N(Cc2cccc(Br)c2)CC2CCC(C(=O)O)CC2)cc1 (configuration not stated)	-1.7	-3	-4	6	1	2	0	-3	17
O=S(=O)(c1ccc(NC(=S)N2CCN(c3ccc(O)cc3)CC2)cc1)N1CCOCC1	-0.5	2	-4	12	7	-9	3	5	11
COc1nc(-c2ccccc2)ccc1-c1noc(-c2ccccc2)n1	3.0	-4	1	-2	0	-3	2	-1	5

Following part.
SMILES	S1P4 agonist	Ba/F3 V617F tox	RBBP9 inh	BaF3 tox	NPY2 pot ag	S1P4 antag	NPY-Y1 antag	Runt-CBFb FRET	NPY-Y1 PAM-ag
CCOC(=O)C1CCN(c2ncnc3cc(OC)c(OC)cc23)CC1	0.6	-2	-6	0	-27	-5	·	-1	-14
CCOC(=O)c1cc(C)sc1N1C(=O)C2C3C=CC(C3)C2C1=O (configuration not stated)	-0.4	-2	5	1	9	-5	8	-1	0
CN1CCN(NC(=O)c2ccc(S(=O)(=O)N3CC4(C)CC3CC(C)(C)C4)cc2)CC1 (configuration not stated)	0.2	-2	1	2	32	-3	·	2	14
COCCNC(=O)C(c1ccccc1)N(C(=O)Cn1nnc2ccccc21)c1cccnc1 (configuration not stated)	-0.5	2	-5	1	0	20	2	0	1
CC(=O)c1cccc(S(=O)(=O)N2CCC(C(=O)O)CC2)c1	0.8	0	-9	4	-1	0	2	-1	-9
O=C1OC(c2ccccc2)C2(CCCC2)C(=O)C12CCCC2 (configuration not stated)	1.9	-3	5	2	-7	-6	7	0	-7
CC1CN(CCn2cnc3c(N)ncnc32)CC(C)O1 (configuration not stated)	-0.5	1	2	-5	-11	-4	·	2	-11
CSc1nc(SCC(=O)NCc2ccco2)c2c3c(sc2n1)CN(C)CC3	0.5	-1	-5	0	-9	15	0	·	-11
Cc1ccc(S(=O)(=O)Nc2ccncc2)c(C)c1N(C)S(=O)(=O)c1ccc(F)cc1	2.3	-2	0	1	19	-9	-2	-1	0
O=S(=O)(c1ccc(Cl)cc1)N1CCN(Cc2ccc(O)c3ncccc23)CC1	2.5	0	-1	2	-4	-20	-1	4	-1
COc1ccc(N=C2NN=C(c3ccc4c(c3)OCCO4)CS2)cc1	2.1	-4	-5	0	21	-21	-4	11	12
O=C1CC(SC(=Nc2ccccc2)Nc2ccccc2)C(=O)N1c1cccc2ccccc12 (configuration not stated)	-2.8	7	-4	7	-3	7	-1	1	-12
COc1ccc(OC)c(/C=C(\NC(=O)c2ccccc2)C(=O)N/N=C/c2ccc(C)s2)c1	-3.1	1	-4	0	-46	15	3	-6	-37
CC(=O)c1sc(NC(=O)COc2ccc(Br)cc2)nc1C	2.6	-1	4	2	-4	-11	7	-1	11
Cn1c(SCC(=O)N/N=C/c2ccccn2)nnc1-c1ccccc1	1.3	-3	2	-2	11	-1	·	0	18
CCOC(=O)N1CCC(Nc2c(NCCN3CCN(Cc4ccccc4)CC3)c(=O)c2=O)CC1	0.2	0	-5	0	10	5	10	1	25
COc1ccc(CCn2cnc3c([nH]c4ccccc43)c2=O)cc1	1.5	-1	-6	0	-2	4	·	1	-8
Cc1cccc(C(=O)N2CCN(c3ccc(N4CCOCC4)nn3)CC2)c1	-0.4	0	-4	-4	-1	8	·	2	11
O=C1NC(c2cccs2)Nc2ccccc21 (configuration not stated)	3.0	-3	5	8	4	1	-3	4	10
CC(=O)c1cc(F)c(N2CCN(C(=O)c3ccco3)CC2)cc1C	0.1	-4	-4	2	0	-12	-2	0	-23
CCOC(=O)c1cc(-c2ccccc2)sc1NC(=O)CN1C(=O)c2ccccc2C1=O	0.7	-1	-8	8	-5	-1	0	·	5
COC(=O)c1sc(NC(=O)COc2c(C)cccc2C)nc1C	0.4	-1	-9	6	-15	5	8	2	-1

Entries shown so far that contain a furan ring, fused or not (five):
SMILES	S1P4 agonist	Ba/F3 V617F tox	RBBP9 inh	BaF3 tox	NPY2 pot ag	S1P4 antag	NPY-Y1 antag	Runt-CBFb FRET	NPY-Y1 PAM-ag
Cc1ccsc1/C=N/NC(=O)c1ccco1	-0.5	6	-9	10	-3	-4	0	-3	-7
CCSc1nnc(NC(=O)c2cc(C)oc2C)s1	-0.8	4	-5	4	-3	-54	1	0	-12
COc1cc(C(=O)NNC(=O)c2ccoc2C)cc(OC)c1OC	1.2	-4	-10	4	-7	-8	6	-1	19
CSc1nc(SCC(=O)NCc2ccco2)c2c3c(sc2n1)CN(C)CC3	0.5	-1	-5	0	-9	15	0	·	-11
CC(=O)c1cc(F)c(N2CCN(C(=O)c3ccco3)CC2)cc1C	0.1	-4	-4	2	0	-12	-2	0	-23

Screening results (PubChem BioAssay)
